Screening data (PubChem)
Epigenetic derep = derepresses silenced GFP reporter in murine cells. hit rate 0.2% among 280,000. AID 1865. murine LDR cells, GFP reporter derepression, 30 h. Potency, µM (highest dose often 53.9 µM), for the others: top-dose GFP activation, most hits filed as activators; note: potency is the fitted concentration of half-maximal effect; % of control where 0% means no effect; nearly all actives have a fitted effect of over 60% in size
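In this reporter-derepression format, murine cells bearing a silenced integrated CMV-GFP locus incubate with test compound (30 h, 37 C), then are washed and imaged; fluorescent objects of 20–120 um count as induced cells.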
CBFb-RUNX1 inh = inhibitors of human CBF-beta and RUNX1 interaction | Q01196+Q13951 | AlphaScreen CBFb-His/RUNX1-biotin binding, biochemical | Potency, µM (top dose mostly 59.8 µM), inactives show at the top dose activity, negative = inhibition, actives largely listed as inhibitors | 230,000 tested, under 10 active; note: % of control where 0% means no effect
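Room-temperature protein-protein interaction test with 30 nM each of His-tagged CBF-beta and biotinylated RUNX1, 15 min with compound, then 90 min with nickel plus streptavidin beads. Signal read in AlphaScreen mode.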
NPSR antagonist = neuropeptide S receptor (human) antagonism, cAMP; Q6W5P4; CHO-NPSR cells, cAMP TR-FRET, antagonist mode; Potency, µM (doses to about 38.3 µM), inactives show top-dose activity change, negative = inhibition, actives largely listed as inhibitors; hit rate 1% among 220,000; AID 1461; note: potency is the fitted concentration of half-maximal effect; % is set by controls: 0 for no effect and ±100 for the full control effect; nearly all actives have a fitted effect of over 50% in size; many of its hits are not listed in these tables
Target sequence (Q6W5P4 whole entry, looked up): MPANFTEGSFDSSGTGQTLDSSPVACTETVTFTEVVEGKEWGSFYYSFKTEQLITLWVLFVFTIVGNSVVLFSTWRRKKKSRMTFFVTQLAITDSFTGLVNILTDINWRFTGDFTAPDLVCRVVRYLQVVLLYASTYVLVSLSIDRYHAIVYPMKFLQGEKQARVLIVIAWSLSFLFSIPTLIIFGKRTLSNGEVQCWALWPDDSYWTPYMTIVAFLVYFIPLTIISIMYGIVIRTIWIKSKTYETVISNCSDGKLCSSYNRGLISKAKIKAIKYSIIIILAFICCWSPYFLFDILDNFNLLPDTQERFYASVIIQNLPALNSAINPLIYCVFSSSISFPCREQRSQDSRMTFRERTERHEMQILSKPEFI
IMPase Li cell = membrane-permeable IMPase blocker, potentiated with lithium | Potency, µM (highest dose often 59.4 µM), for the others: at the top dose activity, negative = IMPase inhibition, hits mostly inhibitors | AID 1457 | hit rate 0.35% among 210,000 | CHO-M1 cells, IP1 TR-FRET (IP-One), carbachol + lithium;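 note: IP1 builds up when IMPase is blocked and the TR-FRET signal falls; potency is the fitted concentration of half-maximal effect; plate controls were basal vehicle for no effect and high inhibitor control for full effect; nearly all actives have a fitted effect of over 50% in size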
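Test compounds were applied to CHO-M1 cells previously cultured for 16–30 h at 2000 per well. A small lithium amount accompanied them; after 30 min at 37C, IP1 was quantified by TR-FRET.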
GLA spleen mod = inhibits or activates alpha-galactosidase in human spleen homogenate. Potency, µM (titrated, usually from 80 µM), for inactives: top-dose activity change, negative = inhibition, hits mostly inhibitors. hit rate 0.008% among 240,000. P06280. human spleen homogenate, 4MU-alpha-Gal fluorescence, 40 min;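 note: potency is the fitted concentration of half-maximal effect; 0% = enzyme with vehicle and -100% = no enzyme basal signal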
Target sequence (P06280 32-429 limits assumed): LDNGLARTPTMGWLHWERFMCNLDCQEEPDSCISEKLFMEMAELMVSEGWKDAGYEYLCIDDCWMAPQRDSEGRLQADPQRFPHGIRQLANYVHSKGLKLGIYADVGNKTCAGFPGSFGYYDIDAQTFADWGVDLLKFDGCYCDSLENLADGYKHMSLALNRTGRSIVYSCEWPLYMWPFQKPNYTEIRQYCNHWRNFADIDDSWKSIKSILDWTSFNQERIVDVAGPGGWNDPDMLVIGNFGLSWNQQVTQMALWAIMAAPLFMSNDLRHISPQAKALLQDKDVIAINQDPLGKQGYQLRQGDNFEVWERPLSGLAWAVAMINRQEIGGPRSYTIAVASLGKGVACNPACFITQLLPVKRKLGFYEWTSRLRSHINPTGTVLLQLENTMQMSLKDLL
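qHTS titration in buffer at pH 5.0. Alpha-galactosidase activity in spleen homogenate was measured via 4-methylumbelliferone release from 1 mM fluorogenic substrate after 40 min at 37C and a pH 10 stop. AC50 came from Hill fits of control-normalized data.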
Lamin A splicing = LMNA splicing modulation | Potency, µM (top dose mostly 46.1 µM), for inactives: at the top dose ratio change, negative = inhibition, usual class: inhibitors | HeLa LMNA splicing GFP/RFP minigene ratio, 48 h | hit rate 0.01% among 200,000; active = well fitted inhibition curve with a large enough effect in the signal ratio, with a control signal flat, not every such curve was filed as active; inconclusive = small, poorly fitted or top-dose-only effect, or effect the other way, or a change in a side signal; the % refers to the signal ratio; note: potency is the fitted concentration of half-maximal effect; % is set by controls: 0 for no effect and ±100 for the full control effect
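S3 HeLa stable clones carrying a lamin A-EGFP splicing minigene plus DsRed2 were seeded at 600 cells/well in Opti-MEM with 2% FBS, pin-dosed and incubated 48 h at 37°C. Acumen cytometry (488 nm) gave the GFP/RFP total-intensity ratio.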
Luc counter = blocks Kinase-Glo luciferase, a counter-screen artifact; Kinase-Glo luciferase, ATP luminescence, 8 min; Potency, µM (top dose mostly 38.3 µM), for inactives: at the top dose activity change, negative = inhibition, usual class: inhibitors; hit rate 0.28% among 200,000; note: potency is the fitted concentration of half-maximal effect; % is set by controls: 0 for no effect and ±100 for the full control effect; nearly all actives have a fitted effect of over 60% in size
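Compound is pinned into ATP-containing buffer (10 uM ATP, imidazole pH 7.2, 7 mM MgCl2). Kinase-Glo luciferase reagent is then added. Light output is recorded following an 8-min room-temperature incubation.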
* = called active by the depositor; [ ] = dose if it differs, or a comment. Unless noted, calls come from the whole dose curve; as a rule, active = well fitted curve in the direction sought with a large enough effect; inconclusive = small, poorly fitted or top-dose-only effect, or another doubt; inactive = no such curve, though single readings can be large; an effect the other way counts as inactive or inconclusive. The list is partial, so the mix of outcomes need not match the whole.

What do the screens show for `COc1ccc(-c2ncccc2OC(=O)C23CC4CC(CC(C4)C2)C3)cc1`?
Epigenetic derep: 1.0%; CBFb-RUNX1 inh: 3.0%; NPSR antagonist: -13.0%[46.1 µM]; IMPase Li cell: -4.8%; GLA spleen mod: 8.0%; Lamin A splicing: -8.4%; Luc counter: -0.5%

What do the screens show for `Cc1cc(NC(=O)CCC(=O)N(Cc2cccs2)C(C(=O)NC2CCCC2)c2cccnc2)no1` (centres undefined)?
Epigenetic derep: -1.1%; CBFb-RUNX1 inh: 0.3%; NPSR antagonist: 0.2%[46.1 µM]; IMPase Li cell: 0.5%[38.3 µM]; GLA spleen mod: 2.0%; Lamin A splicing: -3.1%; Luc counter: -0.8%

How did CS(=O)(=O)Nc1cccc(-c2nc(Nc3ccncc3)c3ccccc3n2)c1 do in these assays?
IMPase Li cell: 41.3%[activator]; GLA spleen mod: -0.7%; Lamin A splicing: inconclusive

What do the screens show for `CCOC(=O)C(C)n1cnc2sc(C)c(C)c2c1=O` (centres undefined)?
Epigenetic derep: -1.0%; CBFb-RUNX1 inh: 0.3%; NPSR antagonist: 6.7%[46.1 µM]; IMPase Li cell: 3.1%; GLA spleen mod: -6.8%; Lamin A splicing: -5.4%; Luc counter: 2.0%

Results for CC(C)(C)c1cc(C(=O)N2CCN(c3ncccn3)CC2)ccn1 ?
Epigenetic derep: -0.7%; CBFb-RUNX1 inh: 4.7%; NPSR antagonist: -28.8%[46.1 µM]; IMPase Li cell: -3.2%[38.3 µM]; GLA spleen mod: -1.1%; Lamin A splicing: inconclusive; Luc counter: -0.9%

Results for O=C(NCc1n[nH]c(=S)n1-c1ccc(Cl)c(Cl)c1)c1cccs1 ?
Epigenetic derep: 1.2%; CBFb-RUNX1 inh: 4.5%; NPSR antagonist: -9.7%; IMPase Li cell: -6.3%; GLA spleen mod: 0.1%; Luc counter: 2.1%

What do the screens show for `Cc1cccnc1NC(=O)C1CCN(S(=O)(=O)c2ccc3c(c2)CCC(=O)N3)CC1`?
Epigenetic derep: -0.2%; CBFb-RUNX1 inh: -0.1%; NPSR antagonist: -6.7%[46.1 µM]; IMPase Li cell: 2.8%[38.3 µM]; GLA spleen mod: -9.1%; Lamin A splicing: 6.6%; Luc counter: -2.9%

Results for Cc1cccc(C(=O)OCC(=O)NCc2cccs2)c1 ?
Epigenetic derep: -0.3%; CBFb-RUNX1 inh: 9.2%; NPSR antagonist: 6.2%; IMPase Li cell: -1.7%; GLA spleen mod: -2.4%; Lamin A splicing: -3.9%[46 µM]; Luc counter: -2.2%

Results for CC(=O)Nc1ccc(C(=O)OCC(=O)Nc2ccc(N3CCOCC3)cc2)cc1 ?
Epigenetic derep: 3.9%; CBFb-RUNX1 inh: -5.1%; NPSR antagonist: 2.3%; IMPase Li cell: 18.1%; GLA spleen mod: 5.5%; Lamin A splicing: -6.7%[46 µM]; Luc counter: 2.1%

Results for CCOC(=O)C(=O)Nc1cc(Cl)ccc1C ?
Epigenetic derep: -1.3%; CBFb-RUNX1 inh: -4.7%; NPSR antagonist: 5.1%; IMPase Li cell: -2.5%; GLA spleen mod: 1.0%; Lamin A splicing: -15.6%; Luc counter: -0.1%

What do the screens show for `CC(C)(C)C(=O)Nc1nnc(SCC(=O)NCc2ccco2)s1`?
Epigenetic derep: 1.0%; CBFb-RUNX1 inh: -0.6%; NPSR antagonist: 23.2%; IMPase Li cell: -1.0%; GLA spleen mod: 6.7%; Lamin A splicing: -4.6%; Luc counter: 1.5%

What do the screens show for `O=c1[nH]c2ccccc2n1Cc1ccccc1`?
Epigenetic derep: -0.8%; CBFb-RUNX1 inh: -4.5%; NPSR antagonist: 17.7%[46.1 µM]; IMPase Li cell: 27.6%[38.3 µM]; GLA spleen mod: -5.7%; Lamin A splicing: -3.2%; Luc counter: -0.6%

How did CSc1nc2sc3c(c2c2nnnn12)CCCC3 do in these assays?
Epigenetic derep: 8.5%; CBFb-RUNX1 inh: 0.9%; NPSR antagonist: 1.9%[7.67 µM]; IMPase Li cell: inconclusive; GLA spleen mod: inconclusive; Lamin A splicing: 4.5%; Luc counter: 0.7%

Results for CCN1CCN(Cc2ccc(OC)c(OCc3ccccc3)c2)CC1 ?
Epigenetic derep: -1.5%; CBFb-RUNX1 inh: 4.4%; NPSR antagonist: 3.7%[46.1 µM]; IMPase Li cell: -1.8%[38.3 µM]; GLA spleen mod: 2.4%; Lamin A splicing: 13.2%; Luc counter: -4.7%

What do the screens show for `C=CCn1c(COc2ccc(F)cc2)nnc1SCC(=O)Nc1cccc(S(N)(=O)=O)c1`?
Epigenetic derep: 3.0%; CBFb-RUNX1 inh: -2.0%; NPSR antagonist: 1.2%; IMPase Li cell: 6.6%; GLA spleen mod: -9.1%; Luc counter: -0.7%

Overlap with the part before: 2 entries, then new ones.
Results for CCN1CCN(Cc2ccc(OC)c(OCc3ccccc3)c2)CC1 ?
Epigenetic derep: -1.5%; CBFb-RUNX1 inh: 4.4%; NPSR antagonist: 3.7%[46.1 µM]; IMPase Li cell: -1.8%[38.3 µM]; GLA spleen mod: 2.4%; Lamin A splicing: 13.2%; Luc counter: -4.7%

What do the screens show for `C=CCn1c(COc2ccc(F)cc2)nnc1SCC(=O)Nc1cccc(S(N)(=O)=O)c1`?
Epigenetic derep: 3.0%; CBFb-RUNX1 inh: -2.0%; NPSR antagonist: 1.2%; IMPase Li cell: 6.6%; GLA spleen mod: -9.1%; Luc counter: -0.7%

Results for COc1cc2c(cc1OC)C1=C(C#N)CC/C(=N\S(=O)(=O)c3cccc(Cl)c3)N1CC2 ?
Epigenetic derep: 7.0%; CBFb-RUNX1 inh: -4.5%; NPSR antagonist: inconclusive; IMPase Li cell: 14.3%[38.3 µM]; GLA spleen mod: -1.5%; Lamin A splicing: 22.2%; Luc counter: -4.3%

How did CC(=O)N(c1ccc2oc(=O)sc2c1)S(=O)(=O)c1cccs1 do in these assays?
Epigenetic derep: -2.5%; CBFb-RUNX1 inh: -7.8%; NPSR antagonist: -2.8%[46.1 µM]; IMPase Li cell: 3.0%[38.3 µM]; GLA spleen mod: -4.4%; Lamin A splicing: -2.1%; Luc counter: -3.8%

How did Fc1cc(F)cc(NC(=S)N2CCC(c3ccccc3)C2)c1 (centres undefined) do in these assays?
Epigenetic derep: -7.4%; CBFb-RUNX1 inh: 0.8%; NPSR antagonist: -4.9%; IMPase Li cell: 11.6%; GLA spleen mod: -3.8%; Lamin A splicing: inconclusive; Luc counter: -2.4%

Results for CC(C)NC(=O)C(=O)NNC(=O)CCc1ccccc1 ?
Epigenetic derep: -3.0%; CBFb-RUNX1 inh: -7.7%; NPSR antagonist: -4.2%; IMPase Li cell: -4.6%; GLA spleen mod: -5.0%; Luc counter: -3.6%

How did COc1ccc(C2=NN(C(N)=S)C(c3ccccc3)C2)cc1 (centres undefined) do in these assays?
Epigenetic derep: -1.1%; CBFb-RUNX1 inh: -18.0%; NPSR antagonist: -26.9%; IMPase Li cell: -5.5%; GLA spleen mod: -1.3%

How did CCOc1ccc(-c2nc(-c3cccnc3)no2)cc1 do in these assays?
Epigenetic derep: -0.8%; CBFb-RUNX1 inh: 3.6%; NPSR antagonist: -7.0%[46.1 µM]; IMPase Li cell: 7.4%; GLA spleen mod: 15.1%; Lamin A splicing: -12.2%; Luc counter: -11.3%

Results for CCOc1ccc(-c2cc(CCCC(=O)NCCC(C)C)no2)cc1 ?
Epigenetic derep: -0.8%; CBFb-RUNX1 inh: -0.8%; NPSR antagonist: 9.0%; IMPase Li cell: 7.7%; GLA spleen mod: inconclusive; Lamin A splicing: 7.0%[9.22 µM]; Luc counter: -0.1%

Results for COc1ccc(C)cc1S(=O)(=O)N(CC(=O)O)c1ccc(C)cc1 ?
Epigenetic derep: 0.0%; CBFb-RUNX1 inh: 2.1%; NPSR antagonist: -4.0%[46.1 µM]; IMPase Li cell: 18.5%[38.3 µM]; GLA spleen mod: 6.5%; Lamin A splicing: -3.3%; Luc counter: 1.5%

How did Cc1nn(C(C)c2nc(-c3ccccc3)no2)c(C)c1[N+](=O)[O-] (centres undefined) do in these assays?
Epigenetic derep: 1.9%; CBFb-RUNX1 inh: 2.1%; NPSR antagonist: -7.4%[46.1 µM]; IMPase Li cell: 6.2%[38.3 µM]; GLA spleen mod: -3.2%; Lamin A splicing: 8.5%; Luc counter: 3.5%

Results for COc1ccc(CCN2C(=O)CSC2=Nc2ccc(C)cc2C)cc1OC ?
Epigenetic derep: 2.3%; CBFb-RUNX1 inh: 2.2%; NPSR antagonist: -28.2%; GLA spleen mod: 7.5%

Results for Cc1ccc(CN2C(=O)N/C(=C/c3ccc4c(c3)n(C)c(=O)n4C)C2=O)cc1 ?
Epigenetic derep: inconclusive; CBFb-RUNX1 inh: 13.2%; NPSR antagonist: -14.6%; IMPase Li cell: -12.3%; GLA spleen mod: 8.5%; Luc counter: -3.3%

Results for CCN(CC)S(=O)(=O)c1ccc(N(C)Cc2cccnc2)nc1 ?
Epigenetic derep: -7.1%; CBFb-RUNX1 inh: 0.8%; NPSR antagonist: -7.0%[46.1 µM]; IMPase Li cell: 41.4%[activator][38.3 µM]; GLA spleen mod: -0.2%; Lamin A splicing: inconclusive; Luc counter: -0.9%

Results for CC(=O)Nc1ccc(Oc2nc(-c3ccccn3)nc3ccccc23)cc1 ?
Epigenetic derep: -1.4%; CBFb-RUNX1 inh: -15.8%; NPSR antagonist: 30.1%[7.67 µM]; GLA spleen mod: -1.2%

How did COCCCNC(=O)C1CCCN(S(C)(=O)=O)C1 (centres undefined) do in these assays?
Epigenetic derep: 3.9%; CBFb-RUNX1 inh: -0.8%; NPSR antagonist: -1.5%; IMPase Li cell: -8.1%; GLA spleen mod: 0.3%; Lamin A splicing: -2.7%; Luc counter: 0.7%

What do the screens show for `CS(=O)(=O)NCCOc1ccc(S(=O)(=O)NCCOc2ccccc2)cc1`?
Epigenetic derep: -0.4%; CBFb-RUNX1 inh: -9.8%; NPSR antagonist: 5.3%; IMPase Li cell: 1.9%; GLA spleen mod: 9.2%; Lamin A splicing: -3.8%[46 µM]; Luc counter: 0.9%

Results for CC1CCCCC1NC(=O)CO/N=C/c1ccccc1OC(F)F (centres undefined) ?
Epigenetic derep: -2.1%; CBFb-RUNX1 inh: -14.9%; NPSR antagonist: -22.4%; IMPase Li cell: 2.5%; GLA spleen mod: -6.6%; Lamin A splicing: -13.6%; Luc counter: -2.1%

What do the screens show for `CC1(C)CC(=O)c2c(oc3ccc(NS(=O)(=O)c4ccc(C(=O)O)cc4)cc23)C1`?
Epigenetic derep: -1.5%; CBFb-RUNX1 inh: 7.7%; NPSR antagonist: 9.6%; IMPase Li cell: 2.1%; GLA spleen mod: -5.7%; Lamin A splicing: inconclusive; Luc counter: 1.2%
